NS3 helicase inh – inhibitors of Hepatitis C virus NS3 helicase; NS3 helicase DNA unwinding, Cy5 molecular beacon fluorescence; inhibition, % at 10.9 µM; hit rate 0.56% among 290,000; AID 1800;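 active = inhibition above the mean of all tested compounds plus 3 SD, set per campaign, cut at about 35% in these data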;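 note: 0% = DMSO wells and 100% = thioflavine S control wells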
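Measured by: Cy5 fluorescence, 0 and 60 min reads / Assay system: NS3 helicase fragment of HCV / Control set: low DMSO, high thioflavine S at 110 µM / Times: 1 h reaction at 25 °C, ATP-initiated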
VIM-2 inhibitor – blocks Pseudomonas aeruginosa VIM-2 metallo-beta-lactamase | purified VIM-2, nitrocefin hydrolysis, epi-absorbance fluorescence | inhibition, % at 5.6 µM | hit rate 0.89% among 290,000 | AID 1527;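 active = inhibition above the mean of all tested compounds plus 3 SD, cutoff set per screening run, cut at about 7.5% in these data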;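 note: red hydrolysis product quenches plate fluorescence so inhibitors raise well fluorescence; 0% = enzyme with DMSO and 100% = DMSO without enzyme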
IDE inh – inhibitors of human insulin-degrading enzyme in cells | P14735 | inhibition, % at 5.59 µM | hit rate 0.41% among 320,000 | HEK cells, FAbetaB cleavage, fluorescence polarization | AID 434962;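 active = percent inhibition above the average of all tested compounds plus 3 SD, set per screening campaign, cut at about 16% in these data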;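 note: IDE supplied by intact live HEK cells; FP after avidin binding of uncleaved biotin substrate so inhibition keeps polarization high; 0% = DMSO wells and 100% = 60 µM reference IDE inhibitor Ii1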
IDE act – boosts human insulin-degrading enzyme activity in HEK cells; P14735; FAbeta-B cleavage, fluorescence polarization; 0% vehicle, 100% cell-free pure enzyme wells; activation, % at 5.96 µM; hit rate 0.073% among 340,000; AID 493087;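 active = activation above the mean of all tested compounds plus 3 SD, set per screening campaign, cut at about 17% in these data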
p-CIP stab down – compounds decreasing mouse p/CIP protein stability; hit rate 0.01% among 290,000; decrease of EGFP signal, % at 10 µM; Q05BA5; F442A p/CIP-EGFP cells, EGFP fluorescence, 16 h; AID 1984;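 active = EGFP signal decrease of at least 30% at 10 µM or well 3 SD below plate mean, unless failing retest; inactive = the rest, including hits failing retest or dose response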; note: some compounds called inactive have numbers as strong as hits; many of its hits are not listed in these tables
UBC9 SUMO inh – inhibitors of human SUMOylation (UBC9); HTRF SUMOylation assay, SAE1/SAE2 + UBC9, in vitro; inhibition, % at 35 µM; hit rate 0.36% among 290,000; AID 2006; in the data active = inhibition above about 50%, passing the limit was not always enough; inconclusive = no clear call, values can overlap the other calls; note: strong numbers were not always called active
Target sequence (P63279 whole entry, looked up): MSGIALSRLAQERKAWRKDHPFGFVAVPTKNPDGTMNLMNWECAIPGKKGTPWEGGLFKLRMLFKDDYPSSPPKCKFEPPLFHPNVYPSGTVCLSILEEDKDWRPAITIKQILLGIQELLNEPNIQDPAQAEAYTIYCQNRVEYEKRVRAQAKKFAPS
GalR3 antag – human GalR3 antagonism | HEK293 GalR3-CNG cAMP membrane potential fluorescence; galR3 body fused to GalR1 C-terminus | AID 651719 | hit rate 0.44% among 360,000 | inhibition, % at 3 µM | O60755;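 active = inhibition above the screen-wide average plus 3 SD, cut at about 13% in these data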;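 note: forskolin and galanin both at EC90 stimulate the cells; cAMP rise reported by CNG channel membrane potential dye signal; 0% = forskolin plus galanin with DMSO and 100% = forskolin alone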
Target sequence (O60755 1-299 limits assumed): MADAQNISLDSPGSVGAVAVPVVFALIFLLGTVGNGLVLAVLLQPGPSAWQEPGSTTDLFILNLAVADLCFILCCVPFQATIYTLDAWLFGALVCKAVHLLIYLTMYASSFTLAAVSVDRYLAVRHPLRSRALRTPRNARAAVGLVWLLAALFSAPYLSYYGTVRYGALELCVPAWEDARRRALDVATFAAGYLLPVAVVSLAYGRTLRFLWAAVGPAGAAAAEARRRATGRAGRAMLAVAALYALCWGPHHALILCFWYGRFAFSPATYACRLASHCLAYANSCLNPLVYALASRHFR
IMP-1 inhibitor – blocks Pseudomonas aeruginosa IMP-1 metallo-beta-lactamase | purified IMP-1, nitrocefin hydrolysis, epi-absorbance fluorescence | inhibition, % at 5.6 µM | hit rate 0.45% among 290,000;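 active = inhibition above the mean plus 3 SD of all compounds in the same screening run, cut at about 4.5% in these data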;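 note: 0% = IMP-1 with DMSO and 100% = DMSO wells lacking enzyme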
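system = purified recombinant IMP-1 beta-lactamase | amount = 0.2 nM IMP-1, as dispensed | medium = HEPES buffer pH 7.1 with ZnSO4 and Brij 35 | times = 25 °C, 15 min preincubation, 25 min reaction | detection = plate fluorescence quenching by hydrolysis product, ex 480/em 530 nm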
CRFBP-R2 block – blocks CRF-induced signaling of the CRF-BP/CRF-R2 complex | inhibition, % at 11.8 µM | HEK293 CRF-R2/CRF-BP, CRF-induced calcium fluorescence | AID 588475 | hit rate 0.59% among 350,000;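 active = inhibition of the ligand-induced calcium signal above about 50% at the single tested concentration, limit read from the data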
Starred values were filed as active, the others as inactive; ? = inconclusive; . = not tested or not shown.

VIM-2 inhibitor | IDE inh | CRFBP-R2 block | GalR3 antag | UBC9 SUMO inh | NS3 helicase inh | IMP-1 inhibitor | p-CIP stab down | IDE act | compound
-0.6 | -1.9 | 8.1 | -6.3 | 10.9 | 1.8 | -2.0 | -12.8 | -1.2 | COc1ccc(CCNS(=O)(=O)c2ccc3c(c2)NC(=O)CS3)cc1OC
. | -0.8 | -10.8 | -2.7 | . | . | . | . | 2.7 | CCCCOc1ccc(C(=O)NCC(=O)N2CCN(Cc3ccc4c(c3)OCO4)CC2)cc1
-0.8 | 0.9 | -8.4 | -6.6 | -2.0 | -4.1 | -4.5 | -19.2 | 6.4 | COc1cccc(CN2CCC(n3nccc3NC(=O)CCCc3ccccc3)CC2)c1O
-2.3 | 8.4 | 8.1 | -0.9 | ? | 2.5 | -1.8 | -1.4 | 2.0 | O=C1Nc2ccc(S(=O)(=O)NCC3CCCO3)c3cccc1c23 (stereo not drawn)
1.2 | 5.0 | 1.4 | -5.2 | 17.8 | -4.5 | -2.5 | -0.4 | 3.6 | CC(C)C(=O)Nc1ccc(S(=O)(=O)Nc2ccccn2)cc1
. | 1.2 | 2.0 | -7.0 | . | . | . | . | 3.9 | NC1(C#Cc2ccc3oc(=O)c(-n4cc(C5(O)CCCCC5)nn4)cc3c2)CCCCC1
. | -16.7 | -7.0 | -2.6 | . | . | . | . | 4.2 | CC(C)Cn1c(N)c(C(=O)COC(=O)c2ccc(O)cc2O)c(=O)n(C)c1=O
-1.8 | -1.7 | -50.2 | -10.1 | -11.9 | 0.1 | -2.4 | -0.3 | -1.1 | Cc1ccsc1C(C(=O)NC1CCCCC1)N(C(=O)Cc1cccs1)C1CC1 (stereo not drawn)
-2.3 | . | -2.0 | -0.8 | 8.5 | 3.3 | -1.6 | -7.7 | 6.1 | O=C(C1CCN(S(=O)(=O)c2ccccc2)CC1)N1CCN(Cc2ccccc2)CC1
1.6 | 3.1 | 3.6 | -3.2 | 7.3 | 34.1 | 0.8 | -4.8 | -2.3 | Cc1ccc(-c2nn(-c3ccccc3)cc2C=O)o1
-1.7 | -0.6 | -37.8 | -1.3 | -26.5 | 1.6 | -2.4 | -1.2 | -2.8 | COc1ccc(-c2csc(NC(=O)c3c(OC)cccc3OC)n2)cc1
. | -5.4 | -1.9 | -7.4 | . | . | . | . | -1.1 | Cc1nc2ccc(NC(=O)C3CCCCC3)cc2s1
2.9 | 1.7 | 3.7 | -7.3 | -9.3 | -6.0 | 0.1 | -5.5 | 0.6 | Cc1ccc(COc2ccsc2C(=O)NN)cc1
-0.1 | 4.7 | -7.8 | 1.5 | 6.7 | -20.8 | -2.0 | 5.8 | -3.6 | COc1cc(OC)c(OC)cc1/C=N/NC(=O)C[n+]1ccccc1
-2.0 | 5.5 | -1.3 | -7.8 | 6.2 | -13.5 | -0.1 | -2.4 | -3.2 | Fc1ccc(C(c2nnnn2Cc2cccs2)N2CCN(C3CCCCC3)CC2)cc1 (stereo not drawn)
-6.0 | 1.9 | -8.5 | -3.8 | 10.2 | 3.9 | -2.6 | 2.8 | 3.6 | COc1ccc(-c2nc(N)n[nH]2)cc1
1.3 | -1.5 | -2.0 | 0.5 | 12.6 | -1.2 | -3.1 | -5.3 | -0.1 | Oc1c(N=Nc2ccccc2)sc2ccccc12
-1.7 | 1.2 | 2.5 | -1.8 | 10.8 | 6.1 | -1.3 | 0.7 | -0.1 | Cc1ccc(OCC(=O)NS(=O)(=O)c2ccc(Cl)cc2)cc1
-3.9 | 3.2 | -6.4 | 2.7 | -7.1 | -3.0 | -5.5 | 2.3 | 5.2 | Cc1c(-c2nnc(-c3ccc(C(F)(F)F)cc3)o2)cnn1-c1ccccc1
0.2 | 2.8 | 8.9 | -3.1 | 7.1 | 7.9 | -1.9 | -5.5 | -3.8 | COc1ccc(CNC(=O)c2c(-c3cc(Cl)c(OC)c(Cl)c3)noc2C)cc1
-1.7 | 3.0 | 6.9 | -2.6 | 21.0 | -0.5 | -1.8 | -14.2 | 4.0 | O=C(N/N=C/c1ccc2ccccc2c1)c1ccc(COc2ccc3c(c2)CCC3)o1
-0.2 | 2.9 | -24.6 | -1.8 | 22.4 | -15.0 | -3.8 | -6.9 | -1.9 | N#CCCN(C(=O)c1ccco1)c1ccccc1
. | 0.0 | 1.6 | -2.4 | . | . | . | . | 3.6 | CSCCC(NC(=O)c1cccc([N+](=O)[O-])c1)C(=O)OCC(=O)N1CCCC1=O (stereo not drawn)
-4.1 | 1.9 | -7.1 | -4.1 | 26.0 | -0.9 | -6.9 | 8.6 | 1.0 | COc1ccc(C2CC(c3ccc(C)cc3)Nc3nc(N)nn32)cc1 (stereo not drawn)
-2.4 | -0.5 | 0.2 | -11.0 | 27.0 | 4.0 | -4.9 | -8.0 | -1.0 | Cc1cn(-c2ccc(Br)cc2)[nH]c1=O
0.3 | -2.5 | 1.1 | -4.3 | 20.3 | 6.8 | -0.5 | -10.5 | -3.3 | CCCCCCCCOC(=O)CCn1[nH]c(=O)c2ccccc2c1=O
-4.8 | -5.1 | . | -5.1 | -5.4 | -9.3 | -1.0 | -2.0 | . | COc1ccc(N(CC(=O)N/N=C(\C)c2cccs2)S(=O)(=O)c2ccccc2)cc1Cl
-3.2 | 3.0 | -13.9 | -5.2 | -9.4 | 8.1 | -3.5 | -0.2 | -0.8 | Cc1cc(C(F)(F)F)nn1-c1nc(-c2ccco2)cc(C(F)(F)F)n1
-1.8 | 1.6 | 1.2 | 3.7 | 5.6 | 0.7 | -1.9 | -0.5 | -0.3 | CSc1ccccc1NC(=O)COC(=O)c1ccccc1O
-0.8 | 0.6 | 6.6 | -6.3 | 23.6 | -3.5 | -3.0 | -23.5 | 1.6 | CCOc1cc(C2C(C(=O)N3CCCCC3)=C(C)NC3=C2C(=O)CCC3)cc(Br)c1O (stereo not drawn)
-2.1 | -1.4 | -6.4 | -0.6 | 21.1 | 0.0 | 3.0 | -10.4 | 3.9 | CCOc1ccccc1NC(=O)CN(C)S(=O)(=O)c1cccc2nsnc12
1.2 | -0.4 | -3.7 | -5.2 | -15.3 | 6.8 | -1.3 | 5.8 | -0.6 | COc1ccccc1C(=O)Nc1cccc(NC(=O)c2ccccc2OC)n1

Full records, looked up by structure. Values in the order: VIM-2 inhibitor | IDE inh | CRFBP-R2 block | GalR3 antag | UBC9 SUMO inh | NS3 helicase inh | IMP-1 inhibitor | p-CIP stab down | IDE act
`COc1ccc(N(CC(=O)N/N=C(\C)c2cccs2)S(=O)(=O)c2ccccc2)cc1Cl` reads -4.8 | -5.1 | . | -5.1 | -5.4 | -9.3 | -1.0 | -2.0 | .
`CCCCCCCCOC(=O)CCn1[nH]c(=O)c2ccccc2c1=O` reads 0.3 | -2.5 | 1.1 | -4.3 | 20.3 | 6.8 | -0.5 | -10.5 | -3.3

Additional results follow:
VIM-2 inhibitor | IDE inh | CRFBP-R2 block | GalR3 antag | UBC9 SUMO inh | NS3 helicase inh | IMP-1 inhibitor | p-CIP stab down | IDE act | compound
-2.2 | 5.2 | -38.5 | -1.6 | -1.2 | -2.6 | -4.6 | -0.9 | 2.1 | CCn1nnnc1SCC(=O)c1ccc2c(c1)OCCO2
-0.3 | -8.1 | 4.3 | -0.1 | 0.1 | -13.4 | -1.0 | -5.9 | 5.0 | COc1ccc(/C(N)=N/OC(=O)C2CCCCC2)cc1OC
. | 0.3 | -6.0 | -3.8 | . | . | . | . | -1.9 | CC(C)(CNC(=O)CCNC(=O)c1ccc(Br)cc1)N1CCOCC1
-3.2 | 0.8 | 6.3 | -0.6 | 9.4 | 9.4 | -3.8 | -14.7 | -0.5 | O=C(N/N=C\c1ccc2c(c1)OCO2)c1ccco1
-3.1 | -0.6 | 10.0 | -3.0 | -4.1 | 7.6 | -2.1 | -5.4 | 1.6 | CC1CC(=O)Nc2ccccc2N1C(=O)CN1CCN(c2ccccc2)CC1 (stereo not drawn)
-0.1 | 2.1 | 1.5 | -0.7 | 43.6 | -14.7 | -0.3 | -4.5 | -2.6 | COc1ccc(NC(=O)Cn2c(=O)n(-c3ccc(CC(=O)NCc4ccco4)cc3)c(=O)c3ccccc32)cc1
-2.0 | 0.9 | -2.9 | -5.0 | -2.2 | 6.0 | -5.0 | -4.2 | -3.1 | COC(=O)[C@H](CCSC)NC(=O)NCCc1ccc(F)cc1
-1.4 | -2.4 | -38.8 | -5.7 | 7.7 | -7.2 | -2.9 | 1.0 | 3.3 | O=C(COc1ccc(/C=N/NC(=O)C(=O)N2CCCCC2)cc1)Nc1ccccc1Cl
-2.2 | 7.9 | -6.0 | -7.4 | 1.2 | -1.5 | -5.2 | -9.0 | -5.8 | CCc1ccc(NC(=O)c2cc(C(C)C)on2)cc1
-1.3 | 5.8 | 16.5 | 1.3 | 1.6 | 7.1 | -1.6 | -19.6 | -6.0 | NC(=O)c1ccc(NC(=O)c2ccccc2S(=O)(=O)c2ccccc2[N+](=O)[O-])cc1
-2.8 | 4.9 | 2.4 | -2.7 | -4.1 | 3.5 | -3.0 | -9.4 | 1.1 | O=C(NCc1ccccc1)c1ccc(CN2CCOCC2)cc1
-2.4 | -2.6 | 4.9 | 4.2 | -9.7 | -2.5 | -2.6 | 5.0 | 1.8 | O=C(NNc1ccccc1)C(=O)NNS(=O)(=O)c1ccc([N+](=O)[O-])cc1
. | 7.9 | -0.3 | -6.5 | . | . | . | . | 2.5 | CC[C@@]1(C(=O)OC)N[C@H](CN(C)C(=O)Nc2ccc(C(F)(F)F)cc2)[C@@H]2C(=O)N(C)C(=O)[C@@H]21
-1.6 | 2.4 | -3.1 | -1.6 | 8.2 | 8.6 | -4.4 | -19.0 | -1.0 | COc1cc(C(=O)COC(=O)c2cnc(C)cn2)ccc1OC(F)F
-2.2 | 1.6 | -2.1 | 4.8 | 14.4 | -1.0 | -3.8 | -6.5 | -2.7 | COC(=O)c1ccc2c(=O)n(Cc3ccco3)c(SCC(=O)Nc3ccccc3Cl)nc2c1
0.3 | 1.0 | 20.5 | -5.0 | -10.8 | -15.2 | -2.5 | -1.3 | 2.4 | Cc1cc(Br)ccc1SCC(=O)OCC(=O)NCc1ccc2c(c1)OCO2
-1.2 | 0.3 | 16.3 | -6.5 | 16.1 | -27.0 | -2.0 | -6.0 | -3.6 | CCn1cc2nc(SCC(=O)Nc3ccc(OC)cc3OC)n(Cc3ccc(OC)cc3)c(=O)c2n1
-4.0 | 4.2 | -19.3 | -8.7 | -13.6 | -17.4 | -2.1 | -11.5 | 2.9 | Cc1ccc(NC(=O)CN(C)S(=O)(=O)c2ccc(Br)s2)cc1F
-2.9 | 2.5 | 2.3 | -4.0 | 7.8 | 0.8 | -2.5 | -2.4 | -2.2 | CCOC(=O)Nc1ccc2c(COC(=O)CNS(=O)(=O)c3ccc(NC(C)=O)cc3)cc(=O)oc2c1
. | 2.8 | 1.5 | -3.6 | . | . | . | . | 2.0 | CNC(=O)c1c(NC(=O)CS(=O)(=O)c2ccc(F)cc2)sc(C)c1C
0.6 | -1.4 | -0.5 | -5.1 | 10.0 | 3.4 | -1.6 | -13.9 | -1.9 | CCN1C(=O)C2CCCCN2c2ccc(C(=O)NCCOC)cc21 (stereo not drawn)

Bioassay records from PubChem.
